From PubChem BioAssay
Y pestis TopoI: inhibitors of Yersinia pestis topoisomerase I. Y. pestis Topo-I cleavage product accumulation, plate reader. activity, % at 10 µM. 360,000 compounds, 0.064% hits. AID 504884; in the data active means activity above about 50%, passing the limit was not always enough; further: inactives centre near 2
Vc quorum ag: inducers of Vibrio cholerae quorum light production without autoinducers; 350,000 compounds, 0.16% hits; V. cholerae BH1578 lux reporter, luminescence, 6 h; activation, % at 18.7 µM; in the data active means activation mostly above about 9.7%, no sharp cut-off; further: not every result past the cut was called active; inactives centre near 0; reference of the scale not given here
Mtb BioA inh: BioA (M. tuberculosis) enzyme inhibition; purified M. tuberculosis BioA enzyme, plate reader; inhibition, % at 9.99 µM; 360,000 compounds, 0.096% hits; AID 602481; in the data active means inhibition above about 40%
TcdB GH inh: TcdB glycohydrolase inhibition | AID 652162 | TcdB glycohydrolase enzymatic assay, plate reader | P18177 | 350,000 compounds, 0.24% hits | inhibition, % at 9.99 µM; in the data active means inhibition above about 10%
PfHsp40 rescue: rescue of PfHsp40-mediated yeast toxicity; S. cerevisiae expressing PfHsp40, growth rescue, ATP luminescence; growth rescue, % at 12.5 µM; 340,000 compounds, 0.68% hits; in the data active means growth rescue above about 28%, passing the limit was not always enough;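 further: yeast W303a lacking pdr1 and pdr3 grown in galactose medium; growth measured after three days at 30 °C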
UGM FP inh: inhibitors of M. tuberculosis UDP-galactopyranose mutase; P9WIQ1; purified UGM, fluorescence polarization probe displacement; inhibition, % at 10 µM; 320,000 compounds, 0.06% hits; AID 504406; in the data active means inhibition above about 10%, passing the limit was not always enough
Target sequence (P9WIQ1 whole entry, looked up): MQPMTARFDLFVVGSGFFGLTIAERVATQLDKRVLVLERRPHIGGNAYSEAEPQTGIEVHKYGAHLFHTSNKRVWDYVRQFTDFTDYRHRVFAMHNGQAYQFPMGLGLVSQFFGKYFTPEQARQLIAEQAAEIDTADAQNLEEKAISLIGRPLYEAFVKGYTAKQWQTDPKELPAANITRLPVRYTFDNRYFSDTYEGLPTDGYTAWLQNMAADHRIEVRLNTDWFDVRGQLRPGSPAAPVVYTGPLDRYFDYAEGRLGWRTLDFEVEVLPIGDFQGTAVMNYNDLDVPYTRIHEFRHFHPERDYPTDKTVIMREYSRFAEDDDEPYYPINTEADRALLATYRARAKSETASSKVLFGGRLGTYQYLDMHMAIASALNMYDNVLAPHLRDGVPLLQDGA
FBA Mtb inh: inhibitors of M. tuberculosis fructose-bisphosphate aldolase; inhibition, % at 1 µM; 360,000 compounds, 2.3% hits; purified M. tuberculosis FBA, fluorescence read-out; P9WQA3; in the data active means inhibition above about 27%;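 further: 0% = vehicle and 100% = reference inhibitor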
Target sequence (P9WQA3 whole entry, looked up): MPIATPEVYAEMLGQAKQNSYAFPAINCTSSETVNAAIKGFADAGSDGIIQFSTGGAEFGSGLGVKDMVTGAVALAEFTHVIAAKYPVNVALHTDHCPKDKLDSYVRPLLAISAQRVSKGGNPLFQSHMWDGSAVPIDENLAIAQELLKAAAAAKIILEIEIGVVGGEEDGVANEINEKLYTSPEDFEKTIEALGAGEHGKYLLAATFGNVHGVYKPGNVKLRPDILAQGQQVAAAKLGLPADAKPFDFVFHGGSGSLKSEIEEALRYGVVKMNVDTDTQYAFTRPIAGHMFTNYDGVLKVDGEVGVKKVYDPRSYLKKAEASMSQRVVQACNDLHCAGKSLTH
FadD28 binding: inhibitors of Mycobacterium tuberculosis FadD28 bisubstrate binding; FadD28 bisubstrate probe binding, fluorescence polarization; AID 588549; inhibition, % at 12.5 µM; 360,000 compounds, 0.22% hits; in the data active means inhibition above about 8.5%, passing the limit was not always enough
GDH-TPI counter: GDH-TPI coupled enzyme inhibition counter-screen; GDH-TPI coupled enzyme counterscreen, NADH absorbance; inhibition, % at 4.8 µM; 360,000 compounds, 1.2% hits; AID 588335; in the data active means inhibition above about 30%;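 further: 0% = DMSO wells and 100% = wells lacking the enzyme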
* marks the source's active call; other numbers are inactive results; i = inactive; / = not tested or not shown.

canonical_smiles,Mtb BioA inh,FBA Mtb inh,Vc quorum ag,PfHsp40 rescue,GDH-TPI counter,UGM FP inh,TcdB GH inh,FadD28 binding,Y pestis TopoI
CC1C(=O)C(C)C(c2cc(Br)ccc2O)NC1c1cc(Br)ccc1O (stereo unspecified),0.6,-1,0.4,7.3,-11,/,-2.8,-15,-9
Cc1cc(C)c2c(=O)[nH][nH]c2n1,-0.8,-3,7.1,-1.2,6,/,-4.6,0.1,-8
NC(=O)c1ccccc1OCC(=O)NC12CC3CC(CC(C3)C1)C2,3.2,0,-3.1,1.6,-2,-2.3,/,-2.4,13
O=C(O)CSCCC(=O)Nc1ccc(F)cc1,-16,10,-0.3,0.3,23,1.1,/,0.4,-7
Cc1ccsc1CN(C)CC(=O)NCC(=O)Nc1ccc(F)c(F)c1F,-1.7,-1,1.1,-1.2,1,-2.1,-2.8,-2.8,5
OCCNc1nc(Nc2ccc(Cl)c(Cl)c2)nc2ccccc12,-0.9,3,-1.3,-1.6,12,1.1,2.9,-16,-15
CCNC(=S)Nc1ccc(Cc2nc3ccccc3[nH]2)cc1,1.0,-2,-0.4,2.2,-1,3.3,-0.9,0.7,3
O=C(CN1CCN(c2ccc(F)cc2)CC1)NCc1ccc(Cl)cc1,0.9,-1,i,-0.2,-2,4.9,1.7,-1.6,25
Cc1ccc2c(c1)c1c3n2CCN(C(=O)Cn2c(-c4ccccc4)noc2=O)C3CCC1 (stereo unspecified),/,0,-0.4,0.3,-6,-1.7,/,-3.8,21
COc1cccc(/C=N/n2nnnc2N)c1O,/,0,-0.2,-0.8,18,0.0,-0.1,-0.7,-4
COCCCNC(=O)c1cccc(OC)c1OC,-3.2,-2,0.4,-0.1,-2,0.0,/,-0.3,-8
O=C(Cc1nnc(NC(=O)Nc2ccccc2)s1)Nc1ccccc1,-1.7,2,1.2,/,21,0.0,0.3,0.0,2
CC(=O)Nc1ccc(S(=O)(=O)NCCC(=O)OCC(=O)c2cccc(Br)c2)cc1,0.4,6,-0.5,0.6,2,/,-0.2,-1.1,-10
Cc1noc(C)c1C(=O)Nc1nnc(CC(C)C)s1,0.3,8,-0.5,-0.3,-8,-0.1,-0.4,-3.4,6
CC1(C(=O)Nc2ccc3c(c2)OCCO3)CCC(=O)N1CCOc1ccccc1 (stereo unspecified),1.7,-1,/,/,/,/,1.0,-0.9,/
COc1ccc(CNC(=O)CN(C(=O)Cn2nnc(-c3ccccc3F)n2)c2ccc(C)cc2)cc1,0.2,-2,-0.3,-0.3,-4,-2.2,-0.4,-0.4,9
COC(=O)c1ccc(/C=C(\C#N)C(=O)NC(C)c2ccccc2)cc1 (stereo unspecified),/,-3,-0.7,1.3,2,-1.3,0.7,-0.4,7
FC(F)(F)c1ccc(CN2C[C@@H]3C(c4ccccc4)C4(c5cccnc5)CC3(C4)[C@H]2c2ccccc2)cc1 (stereo partly specified),-1.1,-4,i,2.2,-4,1.7,0.2,-4.6,8
O=C(/C=C/NNC(=O)c1ccccc1)c1ccccc1,1.5,-2,i,0.7,10,2.5,/,-1.5,-5
O=c1c(-c2nnc(SCc3ccc(Cl)cc3Cl)o2)cccn1Cc1ccccc1,-1.5,52*,i,7.2,20,-0.3,0.1,-0.1,0

Three compounds from above, arranged by SMILES length, smallest number first:
canonical_smiles,Mtb BioA inh,FBA Mtb inh,Vc quorum ag,PfHsp40 rescue,GDH-TPI counter,UGM FP inh,TcdB GH inh,FadD28 binding,Y pestis TopoI
OCCNc1nc(Nc2ccc(Cl)c(Cl)c2)nc2ccccc12,-0.9,3,-1.3,-1.6,12,1.1,2.9,-16,-15
COC(=O)c1ccc(/C=C(\C#N)C(=O)NC(C)c2ccccc2)cc1 (stereo unspecified),/,-3,-0.7,1.3,2,-1.3,0.7,-0.4,7
FC(F)(F)c1ccc(CN2C[C@@H]3C(c4ccccc4)C4(c5cccnc5)CC3(C4)[C@H]2c2ccccc2)cc1 (stereo partly specified),-1.1,-4,i,2.2,-4,1.7,0.2,-4.6,8

The listing continues:
canonical_smiles,Mtb BioA inh,FBA Mtb inh,Vc quorum ag,PfHsp40 rescue,GDH-TPI counter,UGM FP inh,TcdB GH inh,FadD28 binding,Y pestis TopoI
CC(=O)Nc1cccc(NC(=O)c2csc(C)c2)c1,2.0,1,3.1,0.4,-1,0.1,0.4,-1.1,8
C=C(C)c1cccc(C(C)(C)NC(=O)N2CCN(c3ncccn3)CC2)c1,-1.1,5,i,-0.7,-1,-0.5,/,0.1,12
CN1C(=O)C(C)(C)c2cc(S(=O)(=O)N3CCN(c4cccc(Cl)c4)CC3)ccc21,-0.7,4,0.0,1.1,-1,0.9,-3.3,-1.7,7
O=[N+]([O-])c1cccc(S(=O)(=O)NCC2CCCO2)c1 (stereo unspecified),/,3,-0.4,-0.7,6,-0.2,-0.4,-2.0,-1
COc1ccc(N2C(=O)CC(SCC(=O)O)C2=O)cc1 (stereo unspecified),-1.7,0,i,0.2,5,-1.3,-0.3,-4.7,0
Cc1nc2ccccc2cc1C(=O)O,1.0,0,2.1,-2.0,15,1.5,/,-0.8,6
Cn1cccc1C(C(=O)NC1CCCCC1)N(C(=O)Cc1cccs1)C1CC1 (stereo unspecified),-0.8,-1,i,0.0,3,-0.9,0.7,-1.2,3
O=S(=O)(Nc1ccc2c(c1)OCCO2)c1ccc2oc3ccccc3c2c1,0.6,-3,-5.0,19,3,1.2,/,-5.0,5
N=C(c1ccc([N+](=O)[O-])cc1)N1CCCCC1,/,0,-0.3,-0.3,7,-1.3,1.2,-2.7,0
CC(C)NC(=O)c1ccc(Cl)cc1Cl,2.0,1,0.0,7.3,3,-1.1,-0.3,-2.7,-9
Cc1ccc(NC(=O)c2cccnc2)cc1S(=O)(=O)N1CCOCC1,12,-1,-1.2,-1.6,-2,0.3,-0.8,-4.5,-12
C/C(=C\C(=O)c1ccc(Cl)cc1)NCc1ccc2c(c1)OCO2,0.4,-1,-0.7,2.6,24,-1.7,/,-2.7,21
COc1ccc(-c2csc(NC(C)c3nc4cc(Cl)c(N5CCCCC5)cc4n3CCCO)n2)cc1 (stereo unspecified),-3.5,0,i,0.3,16,-1.1,1.6,-0.8,14
O=C(Cc1ccc(Cl)cc1)N1CCc2ccccc2C1,1.5,2,-0.5,0.7,-8,0.2,-2.6,-2.1,-1
O=C(O)c1nccnc1C(=O)Nc1ccccc1-c1ccccc1,1.5,2,i,-1.9,12,1.0,0.2,-0.2,-2
Cc1cccc(C(=O)CC(=O)c2cc(Cl)ccc2O)c1,1.7,1,-1.9,82*,4,-1.0,/,-4.7,-8
CC(=O)Nc1ccc(S(=O)(=O)N(C)CC(=O)OCC(=O)Nc2cc(C)on2)cc1,0.0,-1,0.5,-1.7,6,-0.1,-1.0,-0.6,15
CCOc1ccc(C(=O)CCC(=O)NC(C)C(=O)OC)cc1 (stereo unspecified),/,0,-0.3,-1.0,8,0.4,1.6,-1.0,11
CCOC(=O)N/N=C/c1cn(Cc2ccccc2Cl)c2ccccc12,1.1,0,-0.8,2.0,17,-0.6,/,-4.0,19
Cc1ccc([C@H]2N[C@]3(CCCN(Cc4ccc(Cl)cc4)C3=O)[C@H]3C(=O)N(C)C(=O)[C@@H]23)cc1,-3.5,-3,0.5,/,-4,/,0.0,-5.9,5
Cc1ccc(/C=C/C(=O)Nc2ccc(Oc3ccccc3)cc2)o1,/,-4,-0.2,-2.0,6,-2.0,/,-3.7,-3
O=C(NCCN1CCOCC1)c1cc2cc([N+](=O)[O-])ccc2s1,/,-1,i,-0.9,6,-2.7,/,1.0,1
CCN(C(=O)COc1nc(C)cc(C)c1C#N)c1ccccc1,0.0,0,-0.3,-0.7,4,0.6,0.8,0.1,10
Cc1nc(Nc2ccc3c(c2)OCCO3)c2nnn(Cc3ccccc3Cl)c2n1,1.3,2,-0.5,1.0,22,2.9,/,0.1,-2
Cc1ccc(C(=O)COC(=O)C(C)N2C(=O)C3C4C=CC(C4)C3C2=O)cc1 (stereo unspecified),1.1,-1,1.0,-1.1,11,2.8,/,-1.6,4
CCOC(=O)c1cc(-c2ccccc2)sc1NC(=O)CC,/,3,-0.2,0.2,12,5.0,/,-1.5,-8
O=C(COc1cc2oc(=O)c3c(c2cc1Cl)CCC3)NCc1ccccn1,0.8,-6,-0.4,-1.1,-16,4.1,0.4,-2.6,2
Cc1cc(C)cc(OCCNC(=O)CCc2ccccc2)c1,1.4,3,-1.3,0.1,2,1.2,1.5,-5.1,-3
CCOc1cc2ccccc2cc1C(=O)Nc1ccccn1,-1.9,4,0.7,1.4,0,-0.3,1.5,-3.7,0
COc1ccccc1-c1cnc(C(O)c2ccc(Cl)cc2)[nH]1 (stereo unspecified),1.1,4,i,/,15,/,0.8,-2.9,-2
COC(=O)C1=C(c2cccc(OCc3ccccc3)c2)C[C@@H]2CC[C@H]1N2C(=O)NCc1cccc(F)c1,-0.7,1,-0.3,0.1,-5,-0.8,4.8,-2.9,9
CC(=O)c1cccc(NC(=O)CSCc2ccc(Br)cc2)c1,0.3,0,i,0.2,-3,-2.0,/,-5.2,4
CC(=O)COc1cc(C)cc2oc(=O)c(C)c(C)c12,-1.0,38*,-0.5,0.9,15,-1.6,/,-1.8,-3
CCN1CCC(NC(=O)Nc2cc(Cl)ccc2OC)CC1,/,3,0.4,0.4,7,1.8,1.5,-1.9,-4
O=C(CNC(=O)c1ccco1)NCC(=O)OCc1cccc(Cl)c1,/,4,-0.3,-0.2,2,-1.1,/,-0.6,8
O=C(Nc1ccccn1)c1ccccc1,-2.2,-3,-0.8,-1.5,-8,/,1.1,-1.9,2
Cc1ccc(NC(=O)CN(C)C(=O)c2cc(-c3ccccc3)nn2-c2ccccc2)cc1,0.4,-2,-2.1,-2.3,0,/,1.0,-3.1,17
CC(C)C(NC(=O)c1c(F)cccc1F)C(=O)N1CCN(c2ncccn2)CC1 (stereo unspecified),-0.4,0,i,-0.1,2,0.7,0.5,-3.1,7
N#CCCN(C(=O)COC(=O)c1ccc2c(c1)NC(=O)CS2)c1ccc2c(c1)OCCO2,6.5,-2,0.4,-1.1,16,1.3,0.8,-2.3,4
Cc1cc(C)cc(NC(=O)Oc2ccccc2N2CCCCC2)c1,2.2,3,-0.3,-0.1,-4,-0.3,0.6,-0.7,6
Cc1oc(-c2ccc(Cl)cc2)nc1CS(=O)CC(=O)NC1CC1 (stereo unspecified),0.0,0,-0.2,-2.1,0,0.3,0.2,-1.0,0
Cc1ccc(S(=O)(=O)N2C[C@@H](C)[C@]3(C2)[C@H](O)[C@H](OC(=O)NC2CC2)C[C@H]2C(=O)N(c4ccccc4)C(=O)[C@H]23)cc1,0.5,2,-0.2,/,5,/,0.0,-0.4,7
Cc1ccc(-c2ccnc3cc(C)nn23)cc1,-2.0,0,1.2,-0.7,3,2.4,0.5,-0.5,9
COC(=O)c1ccc(C23CC4(C2)[C@H](CN(C)[C@@H]4c2ccccc2)C3c2ccc(Cl)nc2)cc1 (stereo partly specified),-0.9,1,-0.6,-2.5,-3,-2.1,-0.2,-3.0,-6
COc1ccc(NC(=O)N2CCCC(C(=O)Nc3cccc(C)c3C)C2)cc1 (stereo unspecified),/,-2,-0.2,0.0,-3,-3.4,0.4,-0.3,0
CN(C(=O)c1ccc(NC(=O)Cc2ccc(NC(=O)C3CCCN(C(=O)C4CCCCC4)C3)cc2)cc1)C1CCCC1 (stereo unspecified),-0.1,0,-1.4,-0.1,5,/,1.2,-4.7,14
Cc1cccc(Nc2nnc(SCC(=O)NCc3cccs3)s2)c1,/,2,1.4,-0.2,-4,-1.3,0.8,-2.5,11
CC1(C)CC(=O)C/C(=N/Nc2nc3ccccc3s2)C1,/,2,-0.2,-0.5,0,-0.8,4.3,-2.4,-2
Cc1ccc(-c2nc(CN3CCCC(C(=O)N4CCOCC4)C3)c(C)o2)cc1 (stereo unspecified),5.2,3,7.7,-0.7,-6,-0.3,1.0,0.8,2
O=C(CNC1CCCCCC1)Nc1ccc(S(=O)(=O)NC2CC2)cc1,-0.8,0,-1.5,0.1,0,0.4,/,-0.4,-4
